TbREL1 inh: TbREL1 inhibition, primary screen | 89,000 tested, 0.49% active | inhibition, % at 9.66 µM | P86926 | TbREL1 RNA ligation, FRET fluorescence;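 active = inhibition above the mean inhibition across all screened compounds plus 3 SD, cut at about 11% in these data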;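 note: 0% = plate median of test wells and 100% = NSC42067 control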
Target sequence (P86926 whole entry, looked up): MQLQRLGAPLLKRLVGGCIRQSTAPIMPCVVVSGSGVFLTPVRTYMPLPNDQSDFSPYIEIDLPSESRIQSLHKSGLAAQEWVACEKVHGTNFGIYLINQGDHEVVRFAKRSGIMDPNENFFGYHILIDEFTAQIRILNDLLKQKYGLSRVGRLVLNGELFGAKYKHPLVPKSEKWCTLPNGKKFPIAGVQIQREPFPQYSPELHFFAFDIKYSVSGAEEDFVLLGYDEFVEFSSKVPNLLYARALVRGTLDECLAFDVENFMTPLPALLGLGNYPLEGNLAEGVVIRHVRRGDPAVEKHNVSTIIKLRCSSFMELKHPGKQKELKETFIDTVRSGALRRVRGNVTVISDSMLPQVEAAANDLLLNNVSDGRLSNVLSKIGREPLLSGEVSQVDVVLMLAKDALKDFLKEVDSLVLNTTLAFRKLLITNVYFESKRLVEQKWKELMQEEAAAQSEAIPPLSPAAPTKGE
* marks the source's active call; other numbers are inactive results.

TbREL1 inh	structure
-4	CN(Cc1nc2ccccc2[nH]1)C(=O)C1CCC(=O)N(C2CCCC2)C1 (stereo unspecified)
2	COc1ccc(-c2noc(CN(C(=O)c3ccoc3C)C(C)C)n2)cc1
7	CCCNc1nc(C)cc(-c2cc(C(=O)NC3CCCC3)on2)n1
-1	CC(OC(=O)c1ccccc1NCCO)C(=O)NC1CCCCC1C (stereo unspecified)
-2	COc1ccc(/C(O)=C2/C(=O)C(=O)N(Cc3cccnc3)C2c2ccncc2)cc1F (stereo unspecified)
-2	CC1CCC(NC(=O)C(NS(=O)(=O)c2ccc(Br)cc2)C(C)C)CC1 (stereo unspecified)
0	Cn1c(NCc2cccs2)nc2ccccc21
1	COc1ccc2c(C)cc3nnnn3c2c1
3	Nn1c(SCC(=O)Nc2cccc3ccccc23)nnc1-c1cc(-c2ccccc2)n[nH]1
-4	CN(C)C(CNC(=O)c1coc2ccccc2c1=O)c1ccccc1 (stereo unspecified)
1	Cc1ccc(NCCC(=O)c2cccs2)cc1Cl
-3	COc1ccc(CCNC(=O)c2cc([C@@H](NC(=O)OC(C)(C)C)C(C)C)sc2N)cc1OC
1	Cc1cc(NC(=O)COn2nnc3ccc(S(C)(=O)=O)cc32)ccc1Br
5	COc1ccc(CN2C(=O)CN=C2Nc2cccc(C)c2C)cc1
1	C[C@H]1CN=C(N(C)C)N1CCc1ccc(F)cc1
-4	CN(C(=O)CSc1nnc(CN2CCCC2)n1Cc1ccccc1)c1ccccc1
1	COC(=O)N1CCCc2cc(C)ccc21
1	COc1cccc(C2CC(c3ccccc3)Nc3ncnn32)c1 (stereo unspecified)
2	Cc1cc(=O)n2nc(N3CCC(C(=O)Nc4cccc(Cl)c4C)CC3)sc2n1
1	CN(CC(=O)NCCc1ccccc1)S(=O)(=O)c1ccccc1
0	O=[N+]([O-])c1ccc2nc(-c3ccccc3)oc2c1
-2	O=c1[nH]cnc2sc3c(c12)CCCC3
0	Cc1ccc(S(=O)(=O)N2C[C@H]3[C@H]4C(=O)N(c5ccccc5)C(=O)[C@H]4C[C@H](OC(=O)Nc4c(C)noc4C)[C@@]3(O)C2)cc1
0	CC#CCCC(=O)N1C=Cc2ccccc2C1C#N (stereo unspecified)
0	COc1ccc(C(=O)C2CCN(C(=O)Nc3ccc(C)cc3)CC2)cc1
-3	Cc1sc2ncnc(N/N=C/c3cccc(O)c3)c2c1C
-3	CC(C)Oc1ccc(S(=O)(=O)N2CCOCC2)cc1NC(=O)CN1C(=O)c2ccccc2C1=O
-3	CCN1C(=O)[C@H]2[C@@H](c3ccc(C)cc3)N3C(=O)N(c4ccc(C)cc4)C(=O)[C@@]3(CC)[C@H]2C1=O
1	O=S(=O)(c1ccc(F)cc1)n1cnc2ccccc21
5	COc1ccc(S(=O)(=O)N2CCOCC2)cc1NC(=O)Cc1c(F)cccc1Cl
-1	COc1ccc(/C=N/NC(=O)c2nc(-c3ccccc3)n(-c3ccccc3)n2)cc1OC
-2	COc1ccc(-c2cc(C(=O)Nc3cccnc3)no2)cc1OC
2	Clc1ccccc1Cn1nnc2c(N3CCCC3)ncnc21
2	Cc1ccc(NC(=O)c2ccc3c(c2)NC(=O)CS3)nc1
-3	COC(=O)CCc1nc2ccccc2[nH]c1=O
-1	O=C(CSc1nc(O)cc(=O)[nH]1)Nc1ccc2c(c1)CCC2
-1	Cc1ccc(-n2c(Cl)c(Cl)[nH]c(=O)c2=O)cc1
0	Clc1ccc(-n2nnnc2CN2CCCCC2)cc1Cl
6	O=C(Cn1nnc2ccccc2c1=O)NCCc1ccccc1
-3	N#CC1=C(N)OC2=C(C(=O)CCC2)C12C(=O)N1CCCc3cccc2c31 (stereo unspecified)

A second format for some results above.
CCN1C(=O)[C@H]2[C@@H](c3ccc(C)cc3)N3C(=O)N(c4ccc(C)cc4)C(=O)[C@@]3(CC)[C@H]2C1=O
  TbREL1 inh = -3
O=S(=O)(c1ccc(F)cc1)n1cnc2ccccc21
  TbREL1 inh = 1
COc1ccc(S(=O)(=O)N2CCOCC2)cc1NC(=O)Cc1c(F)cccc1Cl
  TbREL1 inh = 5

Next results.
TbREL1 inh	structure
3	CC(=O)c1cccc(NC(=O)C2CCN(C(=O)c3ccccc3Cl)CC2)c1
7	N#CCc1nnc2n1-c1ccccc1CCC2
7	CCC(C(=O)OC(C)C)c1ccc2ccccc2c1 (stereo unspecified)
6	CN(C)S(=O)(=O)c1ccc(C(=O)Nc2nc3ccccc3[nH]2)cc1
-2	CCCN(CC(=O)Nc1cc(Cl)ccc1Cl)C(=O)c1ccc2n[nH]nc2c1
1	COc1ccc(S[C@]2(C(=O)N3CCOCC3)CC(=O)N(c3ccc(Cl)cc3)[C@@H]2c2ccc(OC)cc2)cc1
-2	CN(Cc1cccnc1)Cc1cn[nH]c1-c1ccc(-c2ccccc2)cc1
9	O=C(COC(=O)/C=C/c1cccs1)Nc1ccc2ccccc2c1
-2	O=S(=O)(N/N=C1\CC(c2ccccc2)Oc2ccccc21)c1ccccc1 (stereo unspecified)
0	COc1ccc(/C=N/NC(=O)c2ccc(COc3ccccc3Cl)o2)c(OC)c1C
3	COC(=O)COc1ccc(Oc2nc(SC)nc(N(C)C)n2)nn1
1	Cc1c(N=Cc2ccc(-c3ccc(Cl)cc3)o2)c(=O)n(-c2ccccc2)n1C
-2	COc1ccc(Cn2c(=O)cc(N)n(-c3ccccc3C)c2=O)cc1
0	CCN1CCN(c2nc(C)c3c(n2)CCCC3=O)CC1
0	COc1ccc(N2CCN(C(=O)NCc3ccc(OC)c(Cl)c3)CC2)cc1
-2	C=CC[C@@H](Cc1ccc(F)cc1)C(=O)OC[C@H]1CCCN1C(=O)[C@@H](CC=C)CC(=O)N[C@H](CO)Cc1ccccc1
2	Cc1ccccc1-c1cc2nc(NCCN3CCCC3)n(C)c(=O)c2s1
-3	CCOC(=O)c1[nH]ncc1[C@@H]1C[C@H]2CN(Cc3cccc(Cl)c3)C(=O)[C@]23CCCN13
-2	COc1ccc(Cn2cc(F)c(=O)n(CCC(C)C)c2=O)cc1[N+](=O)[O-]
2	NS(=O)(=O)c1ccc(N2N=C(c3ccccc3)CC2c2ccc(F)cc2)cc1 (stereo unspecified)

Arranged by heavy-atom count (smallest number first): part of the list above.
TbREL1 inh	structure
0	CCN1CCN(c2nc(C)c3c(n2)CCCC3=O)CC1
6	CN(C)S(=O)(=O)c1ccc(C(=O)Nc2nc3ccccc3[nH]2)cc1
-3	CCOC(=O)c1[nH]ncc1[C@@H]1C[C@H]2CN(Cc3cccc(Cl)c3)C(=O)[C@]23CCCN13

Next section.
TbREL1 inh	structure
-3	Cc1ccc(CN(Cc2cccnc2)C(=S)Nc2cccc(Cl)c2C)cc1
2	COc1ccccc1NC(=O)c1ccc(S(=O)(=O)N(C)c2ccccc2OC)cc1
3	c1csc(-c2nnc3ccccn23)c1
6	Nc1cc2nn(-c3ccccc3)nc2cc1Cl
1	CCc1ccc(N2CC(C(=O)N/N=C/c3ccccc3)CC2=O)cc1 (stereo unspecified)
-1	C=CCn1c(Sc2ncc([N+](=O)[O-])s2)n[nH]c1=O
-5	O=C(CCCN1C(=O)c2ccccc2C1=O)Nc1sc2c(c1C(=O)NCc1ccco1)CCC2
4	Cn1c2ccccc2c(=O)c2ccc(C#Cc3ccc(N)cc3)cc21
11	COc1ccc2cc(C(=O)Nc3ccc(O)cc3)sc(=O)c2c1OC
-1	COc1ccccc1CNC(=O)/C=C/c1ccc(S(=O)(=O)NCc2ccco2)cc1
-6	N=c1c(S(=O)(=O)c2ccccc2)cc2c(=O)n3ccccc3nc2n1C1CCCCC1
-1	Nc1nc(SCC(=O)Nc2ccc(Br)cc2F)n[nH]1
2	Cc1nn2c(-c3ccc(Cl)cc3)nnc2s1
5	Cc1cc(C)n2c(NC3CCCC3)c(-c3ccc(F)cc3)nc2n1
0	O=C(CSc1ccc2nnc(CCNC(=O)c3ccccc3)n2n1)Nc1ccc(F)cc1F
-2	CCCCN1CCN=C1Nc1ccccc1
2	COC(=O)C(C(C)C)N1CCc2c(C)nc3c(C#N)cnn3c21 (stereo unspecified)
4	CCN=C1S/C(=C/c2cc(C)n(-c3ccc(Cl)cc3F)c2C)C(=O)N1CC
-3	O=C(Nc1ccc(C(F)(F)F)cc1[N+](=O)[O-])O[C@H]1[C@H](Cc2ccccc2)NS(=O)(=O)[C@H]2C[C@@H]3C=C[C@]12O3
-1	Cc1ccc(-c2ccc3nnc(SCC(N)=O)n3n2)cc1
9	Cc1cc(/C([O-])=C(/C(=S)Nc2ccc(F)cc2)[n+]2ccccc2)c(C)n1-c1ccc(F)cc1
0	CCc1ccc(OCC(=O)N2CCc3ccccc32)cc1
-3	Cn1cccc1CC(=O)N/N=C/c1ccc(Cl)c([N+](=O)[O-])c1
-4	COCCNC(=S)Nc1ccc([N+](=O)[O-])cc1C
0	CN1CCN(C(=O)c2cnn(-c3ccccc3)c2NC(=O)c2ccccc2Br)CC1
-1	CN(C)/C=C/C(=O)c1ccccc1F
-1	CCCNC(=O)Cn1nc(C(F)(F)F)cc1C
1	O=C(O)C(Sc1ccncn1)c1ccccc1 (stereo unspecified)
-1	COc1ccccc1NC(C)=O
-4	COc1cc(NCC(=O)Nc2cccc(S(=O)(=O)N3CCCCC3)c2)cc(OC)c1OC
-6	COc1cc(C(=O)N/C(=C\c2cn(C)c3ccccc23)C(=O)NCCCn2ccnc2)cc(OC)c1OC
-4	CN1CCN(c2ccc(CNS(=O)(=O)c3ccc(F)cc3Cl)cc2)CC1
-1	Cc1ccc2c(c1C)OC(=O)CC2(C)C
-1	C=CCn1c(SCc2ccc(OC)cc2)nnc1-c1cccnc1
1	Cc1cccc(Oc2ncccc2[N+](=O)[O-])c1C
-2	Cc1ccc(-n2ncc3c(NCCCOC(C)C)ncnc32)c(C)c1
-1	Cc1n[nH]c(C)c1C(=O)CC1(O)C(=O)N(CCc2ccccc2)c2ccc(Br)cc21 (stereo unspecified)
6	CCN(CC)C(=O)COc1ccc(/C(C)=N/NC(=O)c2ccccc2Br)cc1
4	O=C(CCN1CCCCC1c1cccnc1)NCc1ccccc1 (stereo unspecified)
2	COc1ccc(C2N=C(c3ccccc3)NO2)cc1OC (stereo unspecified)
0	COc1ccc(C(=O)N2CCN(CCc3ccccc3)CC2)cc1[N+](=O)[O-]
1	CC1(C)C(c2ccccn2)=[N+]([O-])C(C)(C)N1O
3	CCn1c2ccccc2c2cc(/C=N/NC(=O)c3ccccc3)ccc21
5	COCCCN(CC(=O)Nc1ccc(F)cc1)S(=O)(=O)c1cccs1
3	O=C(Nc1ccc(Br)cc1)OCCN1CCCC12CCC(c1ccccc1)CC2 (stereo unspecified)
-1	Cc1nnc(SCC(=O)Nc2ccc(Oc3ccccc3)cc2)n1N
1	NS(=O)(=O)c1ccc(CCNC(=O)c2cccc(S(=O)(=O)N3CCCC3)c2)cc1
0	CC(=O)Nc1cccc(/C(C)=N/NC(=O)c2c(-c3ccccc3Cl)noc2C)c1
-2	Cc1sc(Nc2ccc([N+](=O)[O-])cc2)nc1-c1c(C)n(C)n(-c2ccccc2)c1=O
-1	CC1=C(C(=O)Nc2ccccc2)C(c2ccncc2)C(C#N)=C(SCC(=O)Nc2ccccc2)N1 (stereo unspecified)
2	Nc1c(C(=O)NCCN2CCOCC2)c2nc3ccccc3nc2n1-c1ccccc1
11	CC(C)(C)NC(=O)C(c1cccnc1)N(C(=O)c1cnc[nH]1)c1ccc(C(C)(C)C)cc1 (stereo unspecified)
-2	COc1ccc(C2c3c(ncn(CCCO)c3=N)Oc3ccc4ccccc4c32)cc1OC (stereo unspecified)
-1	COc1ccc(-c2oc(NC(=O)c3ccc(C)cc3)c(C#N)c2-c2ccc(OC)cc2)cc1
-3	CCO[C@@H]1OC(C(=O)O)=C[C@H](c2ccc3c(c2)OCO3)[C@H]1CCCO
-1	CCCCNC(=O)CSc1nc2cc(OC)c(OC)cc2c(=O)n1Cc1ccc(OC)cc1
3	CC(=O)c1cc(CN2CCN(CCC(C)C)C(CCO)C2)cs1 (stereo unspecified)
7	CCOc1ccc2nc(NC(=O)NC3CCCCC3)sc2c1
4	CC(C)C[C@H](NC(=O)c1nc[nH]c1C(=O)N1CCc2ccccc2C1)C(=O)OC(C)(C)C
-4	Cc1sc(NC(=O)C2CC(=O)N(Cc3ccco3)C2)nc1-c1ccccc1 (stereo unspecified)

The closing 2 records of the part above lead into the next.
TbREL1 inh	structure
4	CC(C)C[C@H](NC(=O)c1nc[nH]c1C(=O)N1CCc2ccccc2C1)C(=O)OC(C)(C)C
-4	Cc1sc(NC(=O)C2CC(=O)N(Cc3ccco3)C2)nc1-c1ccccc1 (stereo unspecified)
0	COc1ccc(CSc2nnc(-c3cccc(C)c3)n2C)cc1
2	COc1cc(C2NC(=O)NC(O)(C(F)(F)F)C2C(C)=O)cc(OC)c1OC (stereo unspecified)
-3	Cc1ccc(N2CC(C(=O)Nc3ccccc3C(=O)NC3CCCCC3)CC2=O)cc1C (stereo unspecified)
11	Cc1ccc(OCC(=O)Nc2ccc(CN3CCCCC3)cc2)c(C)c1
-3	Cc1ccc(S(=O)(=O)N(C)c2ccc(C(=O)NC3CCCCC3)cc2)cc1
-6	S=C(NCc1ccc(Cl)cc1)NC1CCN(Cc2ccccc2)CC1
-1	O=C(NC1CCS(=O)(=O)C1)c1ccccc1Cl (stereo unspecified)
-1	O=C1Nc2ccc(NS(=O)(=O)c3cccs3)c3cccc1c23
0	COc1ccccc1CNc1ncnc2nc[nH]c12
2	O=C(COc1cccc(C(F)(F)F)c1)NCC(c1ccco1)N1CCCCC1 (stereo unspecified)
3	CC1=NCCN1CCNC(=O)Nc1ccc(C(C)(C)C)cc1
-2	Cc1cccc(CSCc2ccc(C(=O)NC3CCCC3)o2)c1
-3	Cc1ccc([C@H]2C(C(=O)O)=CC[C@@H](c3cccc(C)c3)N2S(=O)(=O)c2ccc(C)cc2)cc1

An excerpt from above in order of their number in TbREL1 inh, ascending:
canonical_smiles | TbREL1 inh
S=C(NCc1ccc(Cl)cc1)NC1CCN(Cc2ccccc2)CC1 | -6
Cc1ccc(S(=O)(=O)N(C)c2ccc(C(=O)NC3CCCCC3)cc2)cc1 | -3
O=C1Nc2ccc(NS(=O)(=O)c3cccs3)c3cccc1c23 | -1
COc1ccccc1CNc1ncnc2nc[nH]c12 | 0
COc1cc(C2NC(=O)NC(O)(C(F)(F)F)C2C(C)=O)cc(OC)c1OC (stereo unspecified) | 2
CC1=NCCN1CCNC(=O)Nc1ccc(C(C)(C)C)cc1 | 3

Only part of the results is shown (hit frequency here may not be typical).
